# Source: PubChem BioAssay
# NSD2 inh = blocks human NSD2 histone methyltransferase activity | hit rate 0.07% among 44,000 | inhibition, % at 12.5 µM | NSD2-SET H3K36me1 DELFIA fluorescence, biochemical | AID 624260; in the data active means inhibition above about 54%, passing the limit was not always enough; inconclusive means no clear call, values can overlap the other calls;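 further: inhibitors reduce the monomethyl H3K36 fluorescence signal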
# Target sequence (O96028 whole entry, looked up): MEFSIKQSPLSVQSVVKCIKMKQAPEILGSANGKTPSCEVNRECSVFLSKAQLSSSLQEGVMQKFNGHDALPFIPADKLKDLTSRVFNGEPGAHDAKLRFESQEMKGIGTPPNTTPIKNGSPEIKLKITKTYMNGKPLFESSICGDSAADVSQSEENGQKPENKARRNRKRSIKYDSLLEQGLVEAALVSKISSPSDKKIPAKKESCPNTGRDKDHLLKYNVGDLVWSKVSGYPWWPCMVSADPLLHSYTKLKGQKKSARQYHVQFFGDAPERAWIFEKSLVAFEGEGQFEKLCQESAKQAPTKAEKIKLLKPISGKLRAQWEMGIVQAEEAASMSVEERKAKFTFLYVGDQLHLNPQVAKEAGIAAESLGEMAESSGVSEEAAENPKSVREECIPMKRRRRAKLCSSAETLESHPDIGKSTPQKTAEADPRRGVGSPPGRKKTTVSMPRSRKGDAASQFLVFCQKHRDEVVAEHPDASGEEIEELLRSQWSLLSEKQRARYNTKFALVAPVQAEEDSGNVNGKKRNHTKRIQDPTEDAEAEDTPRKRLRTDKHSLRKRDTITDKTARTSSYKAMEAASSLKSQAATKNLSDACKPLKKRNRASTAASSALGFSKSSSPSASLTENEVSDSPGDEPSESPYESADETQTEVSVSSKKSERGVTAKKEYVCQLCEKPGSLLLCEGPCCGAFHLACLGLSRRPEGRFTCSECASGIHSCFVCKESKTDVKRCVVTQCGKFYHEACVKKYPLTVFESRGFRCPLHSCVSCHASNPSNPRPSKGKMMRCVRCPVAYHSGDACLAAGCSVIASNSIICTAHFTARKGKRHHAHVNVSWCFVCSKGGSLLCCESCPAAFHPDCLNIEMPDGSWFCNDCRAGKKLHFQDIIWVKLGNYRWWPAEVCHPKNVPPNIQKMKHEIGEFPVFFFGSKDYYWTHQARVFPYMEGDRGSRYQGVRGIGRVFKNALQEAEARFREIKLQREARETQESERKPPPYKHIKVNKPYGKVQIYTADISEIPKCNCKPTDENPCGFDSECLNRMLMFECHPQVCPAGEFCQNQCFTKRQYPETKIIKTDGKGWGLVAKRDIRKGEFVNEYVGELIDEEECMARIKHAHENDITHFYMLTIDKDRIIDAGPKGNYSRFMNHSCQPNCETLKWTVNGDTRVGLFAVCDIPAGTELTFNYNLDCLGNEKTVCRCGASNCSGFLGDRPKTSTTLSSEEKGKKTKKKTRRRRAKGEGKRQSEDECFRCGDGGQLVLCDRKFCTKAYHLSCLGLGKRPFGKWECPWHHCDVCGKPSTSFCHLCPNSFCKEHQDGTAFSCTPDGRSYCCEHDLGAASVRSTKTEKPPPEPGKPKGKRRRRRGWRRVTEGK
# Numbers without * were called inactive; ? = inconclusive.
SMILES,NSD2 inh
COc1ccc(S(=O)(=O)Nc2ccc3c(c2)CC(=O)N([C@H](C)CO)C[C@H](C)[C@H](CN(C)C)O3)cc1,3.4
C[C@H]1CN([C@@H](C)CO)C(=O)c2cc(NS(=O)(=O)c3ccc(F)cc3)ccc2O[C@@H]1CN(C)Cc1ccc(C(=O)O)cc1,15.6
C[C@H]1CN([C@@H](C)CO)C(=O)c2cc(NC(=O)CCCCCC(=O)Nc3ccccc3N)ccc2O[C@H]1CN(C)C(=O)Nc1ccc(F)cc1,0.7
O=C(C[C@H]1C[C@H]2c3cc(NS(=O)(=O)c4ccc(F)cc4)ccc3O[C@H]2[C@H](CO)O1)NCc1ccc(-c2ccccc2)cc1,-3.7
Cc1noc(C)c1NC(=O)Nc1ccc2c(c1)C(=O)N([C@@H](C)CO)C[C@@H](C)[C@@H](CN(C)S(C)(=O)=O)OCCCC[C@@H](C)O2,-416.8
C[C@@H]1CN([C@@H](C)CO)C(=O)c2cc(N(C)C)ccc2O[C@@H]1CN(C)C(=O)NC1CCCCC1,0.0
COc1ccc(CN(C)C[C@H]2Oc3c(NS(=O)(=O)c4ccc(OC)cc4)cccc3C(=O)N([C@H](C)CO)C[C@@H]2C)cc1,0.7
C[C@@H]1CN([C@H](C)CO)S(=O)(=O)c2ccc(C#CC3CC3)cc2O[C@H]1CN(C)C(=O)CC1CC1,0.7
COc1ccc(S(=O)(=O)N(C)C[C@@H]2Oc3ccc(NC(=O)Nc4ccc(C(F)(F)F)cc4)cc3C(=O)N([C@H](C)CO)C[C@H]2C)cc1,-4.1
C[C@@H]1CN([C@H](C)CO)C(=O)c2cc(NC(=O)C3CCCCC3)ccc2O[C@@H]1CN(C)Cc1ccc(C(=O)Nc2ccccc2N)cc1,-0.2
C[C@H]1CN([C@@H](C)CO)C(=O)c2cc(C#Cc3ccccc3F)cnc2O[C@H]1CN(C)C(=O)C1CCOCC1,2.8
COC(=O)c1nnc(Nc2ccc(Oc3ccccc3)cc2)c2ccccc12,-5.9
C[C@H]1CN([C@@H](C)CO)S(=O)(=O)c2ccc(C#CCN(C)C)cc2O[C@H]1CN(C)Cc1ccccc1,3.6
CCOc1cccc(/C=N/NC(=O)CCCCC(=O)NO)c1OCC,-3.1
CNC[C@H]1OCCCC[C@H](C)Oc2ccc(NS(=O)(=O)c3ccc(F)cc3)cc2C(=O)N([C@@H](C)CO)C[C@H]1C,1.6
Cc1cc(F)c(Nc2ncnc3cc(OCc4ccccc4)ccc23)cc1O,-4.7
C[C@@H]1CN([C@@H](C)CO)C(=O)c2cc(C#CC3(O)CCCC3)cnc2O[C@@H]1CN(C)S(=O)(=O)c1ccccc1,1.8
Cc1ccc(S(=O)(=O)N(C)C[C@H]2OCCCC[C@H](C)Oc3ccc(NS(=O)(=O)c4ccc(Cl)cc4)cc3C(=O)N([C@@H](C)CO)C[C@H]2C)cc1,-5.9
C[C@H]1CN([C@@H](C)CO)C(=O)c2cc(NC(=O)Cc3ccccc3)ccc2O[C@@H]1CN(C)C(=O)Nc1ccc(F)cc1,-1.7
C#CCN(C)CCCOc1ccc(Cl)cc1Cl,0.1

# Some of these compounds in order of the NSD2 inh value, rising:
SMILES,NSD2 inh
Cc1ccc(S(=O)(=O)N(C)C[C@H]2OCCCC[C@H](C)Oc3ccc(NS(=O)(=O)c4ccc(Cl)cc4)cc3C(=O)N([C@@H](C)CO)C[C@H]2C)cc1,-5.9
C[C@H]1CN([C@@H](C)CO)C(=O)c2cc(NC(=O)Cc3ccccc3)ccc2O[C@@H]1CN(C)C(=O)Nc1ccc(F)cc1,-1.7
C[C@@H]1CN([C@@H](C)CO)C(=O)c2cc(C#CC3(O)CCCC3)cnc2O[C@@H]1CN(C)S(=O)(=O)c1ccccc1,1.8
C[C@H]1CN([C@@H](C)CO)C(=O)c2cc(C#Cc3ccccc3F)cnc2O[C@H]1CN(C)C(=O)C1CCOCC1,2.8
C[C@H]1CN([C@@H](C)CO)S(=O)(=O)c2ccc(C#CCN(C)C)cc2O[C@H]1CN(C)Cc1ccccc1,3.6

# Additional entries follow.
SMILES,NSD2 inh
COc1ccccc1-c1cnc2c(c1)C(=O)N([C@@H](C)CO)C[C@@H](C)[C@H](CN(C)C)O2,8.6
Cc1noc(C)c1S(=O)(=O)N(C)C[C@H]1Oc2ccc(NC(=O)Nc3ccc(F)cc3)cc2CC(=O)N([C@@H](C)CO)C[C@H]1C,-1.8
C/C=C/c1ccc2c(c1)O[C@@H](CN(C)S(=O)(=O)c1ccc(C)cc1)[C@@H](C)CN([C@@H](C)CO)S2(=O)=O,-2.8
Cc1noc(C)c1S(=O)(=O)Nc1ccc2c(c1)C(=O)N([C@@H](C)CO)C[C@H](C)[C@H](CN(C)C(=O)Nc1cccc3ccccc13)O2,1.3
C[C@@H]1CCCCO[C@H](CN(C)Cc2ccc(C(F)(F)F)cc2)[C@H](C)CN([C@H](C)CO)C(=O)c2cc(NS(=O)(=O)c3ccc(Cl)cc3)ccc2O1,-0.1
Cc1noc(C)c1S(=O)(=O)Nc1ccc2c(c1)CC(=O)N([C@@H](C)CO)C[C@@H](C)[C@H](CN(C)C(=O)Nc1ccc3c(c1)OCO3)O2,-409.9
O=C(N/N=C/c1cc(O)ccc1Br)c1ccccn1,-4.6
CCCNC(=O)N(C)C[C@@H]1Oc2ncc(C#Cc3ccncc3)cc2C(=O)N([C@H](C)CO)C[C@H]1C,-0.6
Cc1noc(C)c1NC(=O)Nc1ccc2c(c1)C(=O)N([C@@H](C)CO)C[C@H](C)[C@@H](CN(C)S(=O)(=O)c1ccc(F)cc1)O2,-1.2
C[C@@H]1CCCCO[C@H](CN(C)C(=O)CCCN(C)C)[C@H](C)CN([C@@H](C)CO)C(=O)c2cc(NS(=O)(=O)c3cccs3)ccc2O1,-2.2

# The list goes on; the last two above are carried over.
SMILES,NSD2 inh
Cc1noc(C)c1NC(=O)Nc1ccc2c(c1)C(=O)N([C@@H](C)CO)C[C@H](C)[C@@H](CN(C)S(=O)(=O)c1ccc(F)cc1)O2,-1.2
C[C@@H]1CCCCO[C@H](CN(C)C(=O)CCCN(C)C)[C@H](C)CN([C@@H](C)CO)C(=O)c2cc(NS(=O)(=O)c3cccs3)ccc2O1,-2.2
CCCN(C)C[C@H]1Oc2cc(-c3ccc(C)cc3)ccc2S(=O)(=O)N([C@H](C)CO)C[C@@H]1C,0.9
C[C@@H]1CN([C@H](C)CO)C(=O)c2cccc(NC(=O)C3CCOCC3)c2O[C@@H]1CN(C)C(=O)Nc1ccc(F)cc1,-20.1
COc1ccc(NC(=O)N(C)C[C@@H]2OCCCC[C@@H](C)Oc3ccc(NC(=O)c4ccccc4)cc3C(=O)N([C@H](C)CO)C[C@H]2C)cc1,5.2
C[C@@H]1CN([C@H](C)CO)C(=O)c2cc(-c3ccc(F)cc3)cnc2O[C@H]1CN(C)C(=O)C1CCC1,-0.5
C[C@H]1CN([C@@H](C)CO)C(=O)c2cc(NC(=O)Nc3ccc(C(F)(F)F)cc3)ccc2O[C@H]1CN(C)C(=O)Nc1ccc(C(F)(F)F)cc1,-3.7
COc1ccc(-c2noc(CC(=O)O)c2-c2ccc(OC)cc2)cc1,0.8
O=C(CCCCCC(=O)N/N=C/c1cccnc1Br)NO,3.3
Cc1noc(C)c1S(=O)(=O)N(C)C[C@@H]1OCCCC[C@@H](C)Oc2ccc(NC(=O)NC(C)C)cc2C(=O)N([C@@H](C)CO)C[C@H]1C,-2.1
C[C@H]1CN([C@@H](C)CO)C(=O)Cc2cc(NC(=O)Cn3cnnn3)ccc2O[C@H]1CN(C)Cc1ccc(-c2ccccc2)cc1,-2.5
[N-]=[N+]=NCc1ccccc1C[C@]1(C(=O)N2CCCCC2)COC(c2ccc(OCCCO)cc2)=N1,2.6
C[C@@H]1CN([C@@H](C)CO)C(=O)c2cc(NC(=O)CCCCCC(=O)Nc3ccccc3N)ccc2O[C@H]1CN(C)C(=O)Nc1ccc2c(c1)OCO2,-6.5
COc1ccc([Si](C)(C)[C@@H]2[C@@H](CCn3cc(CCO)nn3)O[C@]3(C(=O)N(c4ccccc4)c4ccccc43)[C@H]2C)cc1,11.3
C[C@@H]1CN([C@H](C)CO)C(=O)c2cccc(NS(=O)(=O)c3ccc(Cl)cc3)c2O[C@@H]1CN(C)Cc1ccc(C(=O)O)cc1,-15.6
CN1CCN(C(=O)C[C@H]2CC[C@@H](NC(=O)c3ccc4c(c3)OCO4)[C@@H](CO)O2)CC1,17.3
O=C(C[C@@H]1C[C@@H]2c3cc(NC(=O)C4CCOCC4)ccc3O[C@@H]2[C@@H](CO)O1)NCc1ccccn1,3.1
O=C(C[C@H]1C[C@@H]2c3cc(NS(=O)(=O)c4ccc(F)cc4)ccc3O[C@@H]2[C@@H](CO)O1)NC1CCCC1,0.5
C[C@@H]1CN([C@H](C)CO)C(=O)c2cc(-c3cccnc3)cnc2O[C@H]1CN(C)C(=O)c1ccccc1F,0.6
Cc1ccccc1C(OCCN(C)C)c1ccccc1 (configuration not stated),-2.0
C[C@H]1CN([C@@H](C)CO)C(=O)c2cccc(NC(=O)C3CCOCC3)c2O[C@@H]1CN(C)Cc1ccc(Cl)c(Cl)c1,-2.9
COc1ccccc1-c1cnc2c(c1)C(=O)N([C@@H](C)CO)C[C@H](C)[C@H](CN(C)C(=O)c1ccncc1)O2,-1.1
C[C@@H]1CN([C@@H](C)CO)C(=O)Cc2cc(NS(=O)(=O)c3cn(C)cn3)ccc2O[C@@H]1CN(C)S(=O)(=O)c1ccccc1,2.5
COCCCNC(=O)[C@@]1(CCS(=O)(=O)c2ccccc2)COC(c2ccc(OCCCO)cc2)=N1,1.0
C[C@@H]1CN([C@@H](C)CO)C(=O)c2cc(NS(C)(=O)=O)ccc2O[C@@H](C)CCCCO[C@@H]1CN(C)C(=O)CCCN(C)C,3.3
C[C@@H]1CN([C@@H](C)CO)C(=O)Cc2cc(NC(=O)Cc3cn(C)c4ccccc34)ccc2O[C@@H]1CN(C)Cc1ccncc1,1.6
C[C@@H]1CN([C@H](C)CO)C(=O)c2cc(NC(=O)C3CCCCC3)ccc2O[C@H]1CN(C)S(=O)(=O)c1ccccc1,7.4
C[C@H]1CN([C@@H](C)CO)C(=O)Cc2cc(NS(=O)(=O)c3cccs3)ccc2O[C@H]1CN(C)Cc1ccc(C(F)(F)F)cc1,-0.8
C[C@H](CO)N1C[C@H](C)[C@@H](CN(C)S(=O)(=O)c2ccc(F)cc2)Oc2ccc(NC(=O)CCCCCC(=O)Nc3ccccc3N)cc2CC1=O,-1.1
O=C(CCCCCCC(=O)Nc1ccccc1O)N/N=C/c1ccncc1Br,0.6
C[C@H](CO)N1C[C@H](C)[C@@H](CN(C)C(=O)c2ccccc2)OCCCC[C@H](C)Oc2ccc(NC(=O)NC3CCCCC3)cc2C1=O,-4.8
C[C@@H]1CCCCO[C@@H](CN(C)C)[C@H](C)CN([C@H](C)CO)C(=O)c2cc(NC(=O)Nc3cccc4ccccc34)ccc2O1,-0.7
C[C@@H]1CN([C@H](C)CO)C(=O)c2cccc(NS(=O)(=O)c3ccc(Cl)cc3)c2O[C@@H]1CN(C)C(=O)Nc1ccc(C(F)(F)F)cc1,-3.7
CC(C)CC#Cc1ccc2c(c1)O[C@H](CN(C)C(=O)c1ccncc1)[C@H](C)CN([C@H](C)CO)S2(=O)=O,?
Cc1ccc(-c2ccc3c(c2)O[C@H](CN(C)C(=O)C2CCCCC2)[C@H](C)CN([C@@H](C)CO)S3(=O)=O)cc1,28.0
Cc1ccc(-c2ccc3c(c2)O[C@@H](CN(C)Cc2cccc(C(=O)O)c2)[C@@H](C)CN([C@H](C)CO)S3(=O)=O)cc1,0.6
C[C@H](CO)N1C[C@H](C)[C@@H](CN(C)C(=O)Cc2ccccn2)Oc2cc(-c3ccc(C(=O)N(C)C)cc3)ccc2S1(=O)=O,-5.0
COc1ccc(S(=O)(=O)N(C)C[C@@H]2Oc3c(NC(=O)NC(C)C)cccc3C(=O)N([C@H](C)CO)C[C@H]2C)cc1,15.9
COCCNC(=O)C[C@H]1C[C@H]2c3cc(NC(=O)Cc4ccncc4)ccc3O[C@H]2[C@H](CO)O1,-5.0
Cc1ccc(S(=O)(=O)Nc2ccc3c(c2)C(=O)N([C@@H](C)CO)C[C@H](C)[C@@H](CN(C)C(=O)Cc2ccccc2)OCCCC[C@@H](C)O3)cc1,-1.9
C[C@H](CO)N1C[C@H](C)[C@H](CN(C)Cc2ccc(Oc3ccccc3)cc2)Oc2ccc(NC(=O)Cc3ccccc3)cc2C1=O,14.8
C[C@H](CO)N1C[C@H](C)[C@H](CN(C)C(=O)c2ccncc2)OCc2ccccc2-c2ccccc2C1=O,-0.3
C[C@H](CO)N1C[C@H](C)[C@H](CN(C)C(=O)NC2CCCC2)Oc2ncc(-c3cc4ccccc4o3)cc2C1=O,3.1
Cc1ccc(S(=O)(=O)Nc2ccc3c(c2)CC(=O)N([C@@H](C)CO)C[C@@H](C)[C@H](CN(C)C(=O)NC2CCCCC2)O3)cc1,7.5
C[C@H](CO)N1C[C@H](C)[C@H](CN(C)C(=O)NC2CCCCC2)Oc2ccc(N(C)C)cc2CC1=O,15.5
C[C@@H]1CN([C@@H](C)CO)S(=O)(=O)c2ccc(-c3ccc(C#N)cc3)cc2O[C@H]1CN(C)C(=O)C1CC1,11.7
C[C@@H]1CN([C@H](C)CO)C(=O)c2cc(/C=C/c3ccccc3)cnc2O[C@H]1CN(C)C(=O)C1CCOCC1,2.2
C[C@H](CO)N1C[C@H](C)[C@@H](CN(C)Cc2ccc(C(=O)O)cc2)Oc2c(NS(=O)(=O)c3ccc(Cl)cc3)cccc2C1=O,3.2
COCC#Cc1ccc2c(c1)O[C@H](CN(C)Cc1ccc(F)cc1)[C@H](C)CN([C@@H](C)CO)S2(=O)=O,12.3
C[C@@H]1CN([C@H](C)CO)C(=O)Cc2cc(NC(=O)NC3CCCCC3)ccc2O[C@H]1CN(C)C,0.6
C[C@@H]1CN([C@@H](C)CO)C(=O)c2cc(NC(=O)c3ccncc3)ccc2O[C@H]1CN(C)S(=O)(=O)c1ccc(F)cc1,-1.2
COc1cc(Cl)c(/C=N/NC(=O)CCCCCCC(=O)Nc2ccccc2O)c(Cl)c1OC,2.4
C[C@@H]1CN([C@H](C)CO)C(=O)c2cccc(NC(=O)CCCCCC(=O)Nc3ccccc3N)c2O[C@H]1CN(C)Cc1ccc2c(c1)OCO2,-0.3
C[C@H](CO)N1C[C@H](C)[C@H](CN(C)C)Oc2cc(/C=C/c3ccccc3)ccc2S1(=O)=O,3.5

# A portion of the library. The share of hits here may be higher or lower than overall.
